# Bioassay records: PubChem BioAssay, several laboratories
# CHOP inh: blocks CHOP induction under ER stress | inhibition, % at 10 µM | 220,000 compounds, 3.8% hits | CHO-K1 CHOP-promoter luciferase, tunicamycin-induced, 15-18 h;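 active = compounds that reduced the stress-induced luciferase reporter signal by more than about 70% of percent inhibition, limit read from the data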;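 note: 0% = tunicamycin plus vehicle and 100% = wells without tunicamycin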
# S1P4 ag: human S1P4 receptor agonism; 220,000 compounds, 0.35% hits; S1P4-expressing cell line, agonist reporter assay; activation, % at 4.98 µM; AID 1509; in the data active = activation above about 11%;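 note: 0% = DMSO vehicle and 100% = reference agonist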
# NPY-Y1 antag: NPY-Y1 (human) receptor antagonism | P25929 | 200,000 compounds, 1% hits | HEK293-CNG Y1 cells, membrane potential fluorescence; NPY at EC95, then isoproterenol | inhibition, % at 3.6 µM;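 active = inhibition above the campaign mean inhibition of all tested compounds plus 3 SD, cut at about 20% in these data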;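 note: 0% = DMSO wells given NPY plus isoproterenol and 100% = isoproterenol alone without NPY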
# Target sequence (P25929 whole entry, looked up): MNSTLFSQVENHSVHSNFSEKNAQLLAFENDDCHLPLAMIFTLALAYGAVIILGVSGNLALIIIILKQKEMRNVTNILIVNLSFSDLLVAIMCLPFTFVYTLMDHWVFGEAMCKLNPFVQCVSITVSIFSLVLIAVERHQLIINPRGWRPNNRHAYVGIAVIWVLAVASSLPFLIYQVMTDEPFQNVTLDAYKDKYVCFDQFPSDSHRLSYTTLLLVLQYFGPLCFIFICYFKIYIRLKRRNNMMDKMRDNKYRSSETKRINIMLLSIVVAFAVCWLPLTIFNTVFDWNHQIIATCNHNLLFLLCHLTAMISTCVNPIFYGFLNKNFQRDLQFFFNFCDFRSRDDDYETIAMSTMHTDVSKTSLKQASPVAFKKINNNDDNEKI
#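 Test system: HEK293 cells co-expressing NPY Y1 receptor and cyclic-nucleotide gated channel; Also added: NPY (25 nM), isoproterenol (1 µM), Ro 20-1724 (25 µM); Compound dosing: one concentration, 3.6 µM, in 0.4% DMSO; Timing: dye 3 h, compound 60 min room temperature, stimulation 45 min; Technique: Membrane-potential fluorescent dye readout.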
# BaF3 tox: parental Ba/F3 viability inhibition as JAK2V617F counter-screen; CellTiter-Glo ATP luminescence; inhibition, % at 5.6 µM; AID 1486; 220,000 compounds, 1.1% hits;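 active = inhibition above a per-campaign cutoff, the mean inhibition of all tested compounds plus 3 SD, cut at about 27% in these data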;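 note: 0% = DMSO wells and 100% = JAK Inhibitor I control wells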
# Ba/F3 V617F tox: reduce viability of Ba/F3 cells dependent on JAK2V617F; AID 1446; 220,000 compounds, 1.1% hits; inhibition, % at 5.6 µM; Ba/F3 EpoR-JAK2V617F viability, ATP luminescence;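 active = inhibition above the campaign mean plus 3 SD over all tested compounds, cut at about 24% in these data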;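 note: cytokine-independent growth of Ba/F3 cells driven by EpoR plus mutant JAK2; 0% = DMSO-treated cells and 100% = JAK inhibitor I control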
# S1P4 antagonist: human S1P4 receptor antagonism | O95977 | 220,000 compounds, 0.26% hits | inhibition, % at 4.98 µM | S1P4-expressing cells, antagonist mode, reporter read-out; in the data active = inhibition above about 29%;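 note: 0% = wells stimulated with agonist and 100% = vehicle wells without agonist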
# NPY1 pot ag: potentiates or activates human NPY-Y1 receptor | P25929 | NPY-Y1 expressing cells, potentiator/agonist activation | activation, % at 3.6 µM | 220,000 compounds, 0.37% hits; in the data active = activation above about 33%, passing the limit was not always enough;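 note: cells stimulated with NPY at EC10 then isoproterenol at EC100; 0% = low agonist plus stimulus and 100% = saturating agonist plus stimulus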
# NPY2 pot ag: human NPY-Y2 potentiation or agonism, primary screen; P49146; cells expressing NPY-Y2, potentiator/agonist read-out; activation, % at 3.6 µM; 220,000 compounds, 0.45% hits; in the data active = activation above about 27%;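 note: cells stimulated with NPY near EC25 plus isoproterenol at EC100; 0% = vehicle plus submaximal agonist and 100% = vehicle plus saturating agonist; some results beyond the cut were filed as inactive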
# p47phox inh: p47phox (human) inhibition | P14598 | p47phox/p22phox peptide binding, fluorescence polarization, 2 h | inhibition, % at 24.7 µM | 220,000 compounds, 0.53% hits;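 active = inhibition above about 30%, limit read from the data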;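 note: 0% = p47phox with labelled peptide and 100% = labelled peptide alone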
# Target sequence (P14598 whole entry, looked up): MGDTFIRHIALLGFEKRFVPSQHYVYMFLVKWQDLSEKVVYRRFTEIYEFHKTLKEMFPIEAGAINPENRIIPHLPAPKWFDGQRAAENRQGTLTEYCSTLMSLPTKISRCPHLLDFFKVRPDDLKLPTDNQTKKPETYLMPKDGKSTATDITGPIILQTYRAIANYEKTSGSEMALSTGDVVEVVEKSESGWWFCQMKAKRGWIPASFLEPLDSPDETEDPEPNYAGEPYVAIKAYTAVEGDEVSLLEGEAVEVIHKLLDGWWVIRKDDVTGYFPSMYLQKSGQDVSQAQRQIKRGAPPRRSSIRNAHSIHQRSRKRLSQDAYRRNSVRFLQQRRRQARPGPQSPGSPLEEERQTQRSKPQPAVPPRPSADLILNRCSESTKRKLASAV
# * = called active by the depositor; . = not tested or not shown.
SMILES,CHOP inh,S1P4 ag,NPY-Y1 antag,BaF3 tox,Ba/F3 V617F tox,S1P4 antagonist,NPY1 pot ag,NPY2 pot ag,p47phox inh
CC(=O)Nc1cccc(-n2nnc(SCC(=O)Nc3ccccc3)n2)c1,2,-0.8,.,4,-2,-2,-5,-15,-1
CCNC(=S)N/N=C/c1c(C)nn(-c2cccc(Cl)c2)c1Cl,51,2.0,-6,0,-3,-25,-4,-9,-12
Cc1cccc(N/C(=N\S(=O)(=O)c2ccccc2)C(F)(F)F)c1,-3,1.1,-2,0,-1,-21,5,16,-11
O=C(NCC(=O)N(Cc1cccs1)C(C(=O)NC1CCCC1)c1cccnc1)c1ccco1 (centres undefined),13,-1.5,-1,1,-5,-11,-10,4,-7
CN(c1ccccc1)c1nc(N)c([N+](=O)[O-])c(N2CCOCC2)n1,2,-1.0,.,-3,0,-4,17,7,-6
Cc1oc(CC(C)C)c(CN)c1C(=O)O,1,1.6,6,4,-4,-21,9,-10,-3
CCCC(C(=O)OCC)P(=O)(c1ccccc1)c1ccccc1 (centres undefined),-8,1.8,5,7,-1,-11,-3,-8,-7
Cn1c(=O)c(C(=O)CCl)c(N)n(Cc2ccccc2)c1=O,-32,0.4,-2,5,1,3,-3,9,2
O=C(Nc1nc2c(s1)CCCC2)c1cc(-c2ccccc2)nc2ccccc12,81*,1.6,-1,0,-5,-9,1,-16,-19
CCOC(=O)c1sc(NC(=O)CCCn2nc([N+](=O)[O-])cc2C)c(C(=O)OCC)c1C,-9,0.8,0,2,-5,-13,-8,5,2
O=C(COC(=O)c1ccc(F)cc1)Nc1ccccc1N1CCOCC1,-10,2.4,0,2,0,-14,-9,-4,-5
CC(CCc1ccccc1)NC(=O)COC(=O)CC1CC2CCC1C2 (centres undefined),20,0.0,4,3,-1,-9,-21,-5,-7
COc1ccccc1C(=O)Nc1ccc(Br)cc1C,7,0.6,4,3,1,-13,-24,1,9
CCCCn1c(-c2nn(C)cc2Cl)n[nH]c1=S,9,1.1,3,1,1,-14,6,-6,-19
O=C(CCCN1C(=O)c2cccc3cccc(c23)C1=O)NCc1cccnc1,10,-2.3,8,5,7,-26,4,-13,0
O=C1CCC(C(=O)NCCCn2ccnc2)N1 (centres undefined),16,-0.3,3,1,-4,-19,11,-2,-17
Cc1cc(NC(=S)NC(=O)/C=C/c2ccc(S(=O)(=O)N3CCOCC3)cc2)ccc1Br,17,0.1,0,6,2,-4,9,8,-20
COc1ccc(NC(=O)Nc2ccccc2F)cc1Cl,10,0.1,2,6,4,-29,-1,3,-1
CCCCN(CCCC)Cc1ccc(C(=O)NN)o1,9,0.2,3,7,1,8,-14,-1,-1
CCOC(=O)c1[nH]c(C)c(C(=O)NCc2ccccn2)c1C,4,-2.6,0,3,-2,-12,9,12,-3
CN1C(=O)COc2ccc(C(=O)c3oc4ccccc4c3-c3cnc4c(c3)COc3ccccc3-4)cc21,-6,2.1,-2,6,5,-11,-19,-16,-11
CCOP(=O)(OCC)C(NC(=O)Nc1c(C)cc(C)cc1C)c1ccccc1 (centres undefined),3,-0.2,-3,6,-2,11,16,-6,-5
COC(=O)Cn1c(C)nc(=O)c(-c2ccccc2)c1C,-25,0.0,-2,1,-4,-3,9,7,-4
Cc1ccccc1NC(=O)Cn1nnc2ccccc21,24,1.0,7,8,1,-8,-13,-3,0

# Single values from above:
# Result of `CCCCn1c(-c2nn(C)cc2Cl)n[nH]c1=S` in NPY-Y1 antag: 3
# Result of `O=C(CCCN1C(=O)c2cccc3cccc(c23)C1=O)NCc1cccnc1` in BaF3 tox: 5
# Result of `CCCCN(CCCC)Cc1ccc(C(=O)NN)o1` in p47phox inh: -1
# Result of `CN(c1ccccc1)c1nc(N)c([N+](=O)[O-])c(N2CCOCC2)n1` in NPY1 pot ag: 17
# Result of `COC(=O)Cn1c(C)nc(=O)c(-c2ccccc2)c1C` in NPY2 pot ag: 7
# Result of `O=C1CCC(C(=O)NCCCn2ccnc2)N1` (centres undefined) in S1P4 ag: -0.3

# Remaining list, next part.
SMILES,CHOP inh,S1P4 ag,NPY-Y1 antag,BaF3 tox,Ba/F3 V617F tox,S1P4 antagonist,NPY1 pot ag,NPY2 pot ag,p47phox inh
Cn1c(C(=O)NCc2ccccc2)cc2oc3ccccc3c21,-5,-0.2,4,3,1,-2,7,-5,31*
COc1cccc(/C=N/n2cnc3cc(C)c(C)cc32)c1OC,-21,1.9,.,0,-1,-15,-21,-29,-9
Cc1noc(C)c1CSc1nnc(-c2cccnc2)n1C1CCCCC1C (centres undefined),12,0.1,4,1,0,-28,3,-1,-11
O=C(CN1CCCCC1)N1c2ccccc2Oc2ccccc21,8,-2.0,-4,0,-7,-8,-18,-11,6
CC(C)CC(NC(=O)C(COCc1ccccc1)NC(=O)OC(C)(C)C)C(=O)NN (centres undefined),-11,-0.9,0,-1,4,-10,-16,-6,3
CCOC(=O)Cc1nnc(NC(=O)CSc2ccc(Cl)cc2)s1,27,-0.5,9,4,2,-6,-31,-22,-21
C[C@@H](C(=O)N1CCN(C(=O)OC(C)(C)C)CC1)n1cc(CCC(=O)O)nn1,1,0.4,-2,0,6,-29,6,-25,-4
NC(=O)CCC(NC(=S)Nc1ccccc1)C(=O)O (centres undefined),-4,1.3,.,-3,4,8,-11,0,-4
Cn1c(Cc2ccccc2)nnc1SCc1ccc(C(=O)O)cc1,-20,-0.4,0,1,2,10,-16,8,0
COC(=O)c1sccc1S(=O)(=O)Nc1ccc(C)cc1,13,1.0,.,-1,-1,-22,3,-24,0
COc1ccccc1/C=N/NC(=O)C(=O)N1CCN(c2ccccc2OC)CC1,-21,-1.4,0,4,1,7,-5,1,-2
CC(=O)Nc1ccc(S(=O)(=O)NC(CC(=O)NCCC2=CCCCC2)C(C)C)cc1 (centres undefined),-11,1.8,-1,3,2,-11,-10,-6,-8

# Arranged by length of the SMILES (low to high): part of the list above
SMILES,CHOP inh,S1P4 ag,NPY-Y1 antag,BaF3 tox,Ba/F3 V617F tox,S1P4 antagonist,NPY1 pot ag,NPY2 pot ag,p47phox inh
Cn1c(C(=O)NCc2ccccc2)cc2oc3ccccc3c21,-5,-0.2,4,3,1,-2,7,-5,31*
COc1cccc(/C=N/n2cnc3cc(C)c(C)cc32)c1OC,-21,1.9,.,0,-1,-15,-21,-29,-9
C[C@@H](C(=O)N1CCN(C(=O)OC(C)(C)C)CC1)n1cc(CCC(=O)O)nn1,1,0.4,-2,0,6,-29,6,-25,-4

# The results go on:
SMILES,CHOP inh,S1P4 ag,NPY-Y1 antag,BaF3 tox,Ba/F3 V617F tox,S1P4 antagonist,NPY1 pot ag,NPY2 pot ag,p47phox inh
O=C(O)CCCC(=O)Nc1ccc(N2CCCC2)cc1,1,1.2,-4,-2,-3,-2,-5,-3,2
CCOC(=O)c1c(C)oc2c1c(C(c1cccnc1)N1CCOCC1)c(O)c1ccccc12 (centres undefined),107*,0.8,8,-3,-5,-11,-5,5,2
COc1ccc(CCNC(=O)COc2nsnc2N2CCOCC2)cc1OC,0,0.1,1,2,-2,-7,-12,15,-4
NS(=O)(=O)c1ccc(NN=C2CCCCC2)c([N+](=O)[O-])c1,45,0.7,-2,6,-1,-15,0,15,-3
O=C(O)CSCC(=O)Nc1ccc(-c2nc3ccccc3s2)cc1,8,4.7,.,5,-1,-16,26,4,-26
CCOC(=O)c1cnc2ccc(OCC)cc2c1NCc1cccnc1,21,0.1,2,0,16,-7,-42,-4,4
CCn1nc(C(=O)NNC(=O)COc2ccccc2C)c2ccccc2c1=O,4,-3.2,2,-3,-2,-8,-46,0,-1
O=C(/C=C/c1ccc2c(c1)OCO2)Nc1nc2ccccc2s1,-81,0.0,-2,-1,-3,-8,-7,12,19
O=C(Cn1cnc2ccccc2c1=O)N1CCN(Cc2ccc3c(c2)OCO3)CC1,32,2.9,0,4,1,-8,-18,-9,-7
Cc1ccc(NC(=O)COc2ccc(Br)cc2CO)cc1,29,1.3,-2,2,1,1,0,-1,-7
COC(=O)c1c(-c2ccccc2)csc1NC1=NS(=O)(=O)c2ccccc21,-47,1.6,-4,4,-4,-24,16,9,-19
COc1ccc(S(=O)(=O)n2nc(OC(=O)c3ccccc3Br)cc2N)cc1,8,-5.1,0,1,-4,-14,13,0,-13

# Already shown: entries from further up.
SMILES,CHOP inh,S1P4 ag,NPY-Y1 antag,BaF3 tox,Ba/F3 V617F tox,S1P4 antagonist,NPY1 pot ag,NPY2 pot ag,p47phox inh
O=C(/C=C/c1ccc2c(c1)OCO2)Nc1nc2ccccc2s1,-81,0.0,-2,-1,-3,-8,-7,12,19
O=C(Cn1cnc2ccccc2c1=O)N1CCN(Cc2ccc3c(c2)OCO3)CC1,32,2.9,0,4,1,-8,-18,-9,-7
Cc1ccc(NC(=O)COc2ccc(Br)cc2CO)cc1,29,1.3,-2,2,1,1,0,-1,-7
COC(=O)c1c(-c2ccccc2)csc1NC1=NS(=O)(=O)c2ccccc21,-47,1.6,-4,4,-4,-24,16,9,-19
COc1ccc(S(=O)(=O)n2nc(OC(=O)c3ccccc3Br)cc2N)cc1,8,-5.1,0,1,-4,-14,13,0,-13

# The list goes on.
SMILES,CHOP inh,S1P4 ag,NPY-Y1 antag,BaF3 tox,Ba/F3 V617F tox,S1P4 antagonist,NPY1 pot ag,NPY2 pot ag,p47phox inh
Nc1cc(S(=O)(=O)C(F)(F)F)ccc1C(=O)O,44,-1.1,-3,4,0,-2,10,9,-18
CC1CCCCC1N=CC1=C(O)CC(C)(C)CC1=O (centres undefined),10,4.6,3,2,2,-10,4,0,3
O=C(O)CCCNC(=O)CC1S/C(=N/N=C/c2ccccc2O)NC1=O (centres undefined),5,1.2,0,12,3,2,-22,-9,-4
Cc1ccc(/C=C/C(=O)N2CC(=O)Nc3ccccc32)o1,13,1.1,-1,3,0,-21,-2,-1,0
Cc1sc2nc(CN(Cc3ccccc3)C(=O)NC3CCCCC3)[nH]c(=O)c2c1C,.,0.7,7,3,1,-9,-24,0,.
O=C(c1ccncc1)N1N=C(C2CCCCC2)CC1(O)C(F)(F)F (centres undefined),31,0.0,6,-3,-3,7,15,-1,-31
O=C(NCc1ccccn1)Nc1ccccc1,-12,0.8,-3,6,-1,-8,6,15,-19
CCOC(=O)c1cc(CC)sc1NC(=O)Cc1ccccc1,85*,1.7,4,6,-2,5,4,-8,-4
CC(=O)Nc1ccc(NC(=O)CSc2ccc([N+](=O)[O-])cn2)cc1,1,1.9,.,-9,3,2,-6,-9,-5
Cc1ccc(N2CC(C(=O)NCc3cccs3)CC2=O)cc1C (centres undefined),2,0.4,10,3,-3,-5,-11,-8,-23
CCn1c(SCc2nc3ccccc3[nH]2)nnc1-c1ccc(OC)cc1,-12,1.3,-2,8,4,-13,-13,-2,-15
Cc1ccc2nc(N(CCN(C)C)C(=O)c3cc(Cl)sc3Cl)sc2c1,39,0.8,5,3,5,-15,-22,-8,0
COc1ccccc1-c1cc(C(=O)Nc2ccccc2SC)no1,41,0.1,7,1,-4,-9,-4,3,2
O=C(CCCN1C(=O)/C(=C\c2cccs2)SC1=S)Nc1cccnc1,44,0.1,7,1,-1,-5,9,7,-33
COc1ccc(/C(N)=N/OC(=O)Oc2ccccc2)cc1OC,-6,-1.1,-1,-1,-6,0,20,6,6
O=C(CN1C2CCCC1CC(NC(=O)c1ccco1)C2)Nc1ccccc1C(F)(F)F (centres undefined),22,-0.7,2,5,0,7,-27,18,-6
O=S(=O)(N1CCOCC1)N1CCN(c2ccc(F)cc2)CC1,-1,0.0,0,5,-3,4,-6,2,1
